Screening data as filed in PubChem.
CXCR6 inh – CXCR6 receptor inhibitors, primary screen, cell-based, beta-arrestin, luminescence, CHO-K1 PathHunter, 1536-well. C-X-C chemokine receptor type 6 (Homo sapiens), O00574. inhibition, % at 20 µM. actives 0.36% (n = 360,000); in the data active means inhibition above about 34%, passing the limit was not always enough;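 further: antagonist mode with CXCL16 agonist at 10 nM final; 0% = 10 nM CXCL16 with DMSO and 100% = unstimulated wells without agonist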
Target sequence (O00574 whole entry, looked up): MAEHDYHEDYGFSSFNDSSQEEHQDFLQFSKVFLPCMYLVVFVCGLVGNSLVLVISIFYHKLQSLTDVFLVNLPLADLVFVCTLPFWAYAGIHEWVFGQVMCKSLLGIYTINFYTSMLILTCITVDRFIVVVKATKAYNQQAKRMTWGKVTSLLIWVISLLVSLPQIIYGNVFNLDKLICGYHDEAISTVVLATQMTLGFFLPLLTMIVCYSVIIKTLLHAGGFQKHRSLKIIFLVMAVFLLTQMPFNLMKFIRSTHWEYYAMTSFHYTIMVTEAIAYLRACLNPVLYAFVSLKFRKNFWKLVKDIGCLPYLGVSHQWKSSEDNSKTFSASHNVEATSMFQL
MPTP block – mitochondrial permeability transition pore inhibitors, primary screen, biochemical, isolated mouse mitochondria, absorbance; AID 602449, 2012; actives 1.4% (n = 360,000); Ca2+ swelling absorbance, 30 min; inhibition, % at 10 µM;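 active means inhibition of 50% or more, scaled per plate between neutral and stimulator controls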;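 further: 0% = DMSO wells given calcium and 100% = 1 mM EGTA wells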
EBI2 block – EBI2 receptor antagonists, beta-arrestin recruitment, primary screen, cell-based, luminescence, 7a,25-OHC stimulation, uHTS | 7a,25-OHC stimulated | actives 0.81% (n = 360,000) | G-protein coupled receptor 183 (Homo sapiens), P32249 | AID 651636, 2012 | inhibition, % at 5 µM; in the data active means inhibition above about 38%;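 further: enzyme fragment complementation signal reports receptor beta-arrestin coupling in cells; 0% = agonist plus DMSO wells and 100% = wells without agonist; some results beyond the cut were filed as inactive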
A3A deaminase – APOBEC3A ssDNA deaminase inhibitors, primary screen, selectivity assay for APOBEC3G inhibitor project, biochemical, FAM/TAMRA oligo cleavage fluorescence. DNA dC->dU-editing enzyme APOBEC-3A (Homo sapiens), P31941. recombinant A3A, FAM/TAMRA ssDNA deamination fluorescence. inhibition, % at 20 µM. actives 0.41% (n = 330,000). AID 493011, 2011;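 active means at least 40% inhibition at 20 µM here, with at most 30% in a related deaminase screen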;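 further: plate controls were A3A with DMSO for no effect and wells lacking A3A enzyme for full effect; some results filed as inactive read as strong as hits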
Target sequence (P31941 whole entry, looked up): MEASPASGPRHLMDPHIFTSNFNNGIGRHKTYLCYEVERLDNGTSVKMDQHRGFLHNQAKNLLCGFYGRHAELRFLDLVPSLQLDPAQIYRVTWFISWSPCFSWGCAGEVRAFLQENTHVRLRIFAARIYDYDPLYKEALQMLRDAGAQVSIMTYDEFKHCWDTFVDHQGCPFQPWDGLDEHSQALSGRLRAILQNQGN
CCR6 antagonist – CCR6 receptor antagonists, primary screen, cell-based, CHO-K1, luminescence, beta-arrestin, uHTS. inhibition, % at 20 µM. AID 493098, 2011. CHO-K1 CCR6 PathHunter beta-arrestin, CCL20-stimulated. C-C chemokine receptor type 6 (Homo sapiens), P51684. actives 0.49% (n = 340,000);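 active means compounds whose inhibition of the agonist-driven luminescence signal at 20 µM reaches about 50%, limit read from the data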;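 further: cells stimulated with CCL20 at 14 nM final; plate controls were DMSO with CCL20 for no effect and DMSO without agonist for full effect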
Target sequence (P51684 whole entry, looked up): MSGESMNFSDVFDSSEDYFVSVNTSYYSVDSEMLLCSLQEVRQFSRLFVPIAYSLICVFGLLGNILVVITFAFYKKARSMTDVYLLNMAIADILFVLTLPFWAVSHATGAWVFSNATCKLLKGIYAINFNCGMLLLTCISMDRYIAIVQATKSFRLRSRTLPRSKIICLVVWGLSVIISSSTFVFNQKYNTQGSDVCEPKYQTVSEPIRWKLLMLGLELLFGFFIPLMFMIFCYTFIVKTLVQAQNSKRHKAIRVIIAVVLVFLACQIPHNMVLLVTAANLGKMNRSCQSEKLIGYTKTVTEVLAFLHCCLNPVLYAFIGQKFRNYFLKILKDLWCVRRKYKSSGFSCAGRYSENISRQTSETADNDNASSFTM
GRIN3A LBD mod – binders of NR3A ligand-binding domain, primary screen, biophysical, differential scanning fluorimetry, uHTS; actives 2.5% (n = 340,000); NR3A LBD differential scanning fluorimetry, Tm shift; 0% = protein alone, 100% = glycine-bound protein; Glutamate receptor ionotropic, NMDA 3A (GRIN3A) ligand-binding domain; Tm shift relative to glycine control, % at 25 µM;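 active means melting temperature shift of at least 10% of the positive control shift, at one fixed dose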
APOBEC3G inh – APOBEC3G DNA deaminase inhibitors, primary screen, biochemical, fluorescence, single-stranded DNA substrate, uHTS | recombinant A3G, ssDNA deamination FAM/TAMRA fluorescence | inhibition, % at 20 µM | actives 0.28% (n = 330,000);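 active means inhibition of at least 40% at 20 µM, with no more than 30% in the related APOBEC3A deaminase screen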;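 further: plate controls were DMSO wells with A3G for no effect and wells lacking A3G enzyme for full effect; some compounds called inactive have numbers as strong as hits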
Gli-Sufu antag – Gli-Sufu pathway antagonists, primary screen, luciferase luminescence, Sufu-KO-LIGHT cells, uHTS; AID 588413, 2011; inhibition, % at 5 µM; Sufu-KO-LIGHT fibroblasts, Gli luciferase reporter luminescence; actives 0.74% (n = 340,000);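 active means inhibition above about 55%, limit read from the data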;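 further: 0% = DMSO-treated cells and 100% = wells with medium but no cells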
Numbers without * were called inactive; . = not tested or not shown. Not a hit list; any-hit rate near 5.8%.

item	Structure	CXCR6 inh	MPTP block	EBI2 block	A3A deaminase
1	CCOC(=O)C1=C(O)/C(=C/c2ccc(-c3ccccc3C(=O)O)o2)SC1=Nc1ccc(OC)cc1	17	0.0	29	.
2	Cc1cnc(NC(=O)[C@H](C)N2C(=O)C3CCCCC3C2=O)s1 (stereo not given in full)	-5	-3.3	0	3
3	COc1cc(NC(=O)COC(=O)CNC(=O)c2cc(C)cc(C)c2)c(C)cc1[N+](=O)[O-]	2	2.9	1	3
4	CC(C)=N/N=C1/NC(=O)C(CC(=O)Nc2cc(Cl)ccc2C)S1 (stereo not given)	-7	-2.3	2	-2
5	COc1ccc(CN2CCN(C3CCSCC3)CC2CCO)c(C)c1C (stereo not given)	-1	-2.8	2	6
6	C[C@H](NC(=O)[C@@H]1Cc2ccccc2CN1C(=O)OC(C)(C)C)C(=O)NC1CCCCC1	14	0.0	1	4
7	Cc1occc1C(=O)NCc1ccc(C(=O)O)o1	-7	0.1	-2	10
8	CS(=O)(=O)ON=C1CCN(S(=O)(=O)c2ccccc2)CC1	-4	-0.2	-2	2

item	CCR6 antagonist	GRIN3A LBD mod	APOBEC3G inh	Gli-Sufu antag
1	24	1	.	-1
2	-25	-1	-8	-4
3	5	-8	5	23
4	12	10	-10	2
5	4	-5	1	-1
6	12	-1	4	17
7	-15	-2	1	-2
8	-2	1	1	-5

Next records.
item	Structure	CXCR6 inh	MPTP block	EBI2 block	A3A deaminase
9	O=C(Cn1cnc2c(cnn2-c2ccccc2)c1=O)OCc1ccccc1	-9	0.2	-3	3
10	CCCCn1c(N)c(N(CC)C(=O)c2cc3c(s2)CCCCC3)c(=O)[nH]c1=O	-1	-3.5	-4	2
11	COc1ccccc1NC(=S)N(C(C)C)C(C)c1ccccn1 (stereo not given)	-6	8.4	-7	-6
12	Cc1cc(OCC(=O)Nc2ccc(S(=O)(=O)N3CCN(C)CC3)cc2)cc(C)c1Cl	2	0.4	15	-3
13	CC1(C)Cc2c(C#N)c(SCCO)nc(N3CCOCC3)c2CO1	-5	0.3	4	-1
14	CN(C(=O)c1cccc(NC(=O)Cc2ccc([N+](=O)[O-])cc2)c1)C1CCC1	2	0.8	-7	-6
15	COc1cc(C(=O)NCc2nnc(SCC(=O)Nc3ccc4c(c3)OCO4)o2)cc(OC)c1OC	0	2.4	-16	0
16	Clc1ccc2nc(N3CCCCC3)[nH]c2c1	-5	0.1	-7	2

item	CCR6 antagonist	GRIN3A LBD mod	APOBEC3G inh	Gli-Sufu antag
9	7	0	-1	-7
10	-3	0	-1	-9
11	4	0	-7	12
12	5	-5	-6	-65
13	-2	-4	-6	-2
14	9	-1	-7	-16
15	1	-2	-5	-10
16	-4	0	0	-68

Structures listed so far that contain a COOH group (two):
item	Structure	CXCR6 inh	MPTP block	EBI2 block	A3A deaminase
1	CCOC(=O)C1=C(O)/C(=C/c2ccc(-c3ccccc3C(=O)O)o2)SC1=Nc1ccc(OC)cc1	17	0.0	29	.
7	Cc1occc1C(=O)NCc1ccc(C(=O)O)o1	-7	0.1	-2	10

item	CCR6 antagonist	GRIN3A LBD mod	APOBEC3G inh	Gli-Sufu antag
1	24	1	.	-1
7	-15	-2	1	-2

(list continues)
item	Structure	CXCR6 inh	MPTP block	EBI2 block	A3A deaminase
17	CCOC(=O)c1sc(NC(=O)c2ccco2)c(C#N)c1C	-3	9.3	-3	1
18	COc1ccc2[nH]c(C(=O)NCCCN3CCCC3=O)c(C)c2c1	-10	-0.1	-8	1
19	Cc1ccc(C(=O)COC(=O)[C@@H](NC(=O)c2ccco2)C(C)C)s1	0	0.7	6	-3
20	O=C(C1=C[C@H](c2csc3ccccc23)C[C@H](OCc2ccc(CO)cc2)O1)N1CCOCC1	-5	-1.6	23	-4
21	COC(=O)C1=C(C)C(c2ccc(OC)cc2)NC(=S)N1 (stereo not given)	5	1.2	7	-4
22	CCn1ccnc1CN(C)Cc1nc(Cc2cccc(C(F)(F)F)c2)no1	4	-0.8	4	-3
23	Cc1cc(NC(=O)NC2CCCN2S(=O)(=O)c2ccc(Cl)cc2)no1 (stereo not given)	-10	0.3	1	-1
24	O=C(Nc1nncs1)c1cccc(S(=O)(=O)N2CCCC2)c1	-4	-0.3	-26	0

item	CCR6 antagonist	GRIN3A LBD mod	APOBEC3G inh	Gli-Sufu antag
17	3	-7	-1	8
18	11	-1	-1	-5
19	2	0	-6	1
20	9	-4	-11	12
21	5	1	-6	-3
22	11	-2	-7	30
23	10	-7	-4	12
24	9	-1	0	3

New compounds follow:
item	Structure	CXCR6 inh	MPTP block	EBI2 block	A3A deaminase
25	CC(C)[C@H](NS(=O)(=O)c1cccc(C(F)(F)F)c1)C(=O)OCC(=O)NC(=O)NCc1ccco1	2	3.0	5	-1
26	COc1ccccc1OCCCCN1CCCCC1	5	-0.2	-6	0
27	CCNC(=S)Nc1ccc(C)c(Cl)c1	-10	3.7	-10	-5
28	CN1CCN(C(=O)/C(=C\c2ccccc2)c2ccccc2)CC1	-10	-0.6	-3	0
29	CCOc1ccccc1NC(=O)C(=O)N/N=C/c1cc(Br)ccc1O	-7	-1.2	15	1
30	Cn1nc(NC(=O)CC23CC4CC(CC(C4)C2)C3)c2c(F)cccc21	3	0.1	-6	-2
31	Cc1ccc(Cl)cc1NC(=O)COc1ccccc1	-6	-0.6	-9	-6
32	Nc1nnn(CC(=O)N/N=C/c2ccccc2Cl)n1	-4	1.3	-9	-2

item	CCR6 antagonist	GRIN3A LBD mod	APOBEC3G inh	Gli-Sufu antag
25	5	-1	-5	14
26	6	-1	-2	6
27	5	-1	-9	3
28	3	1	-3	-9
29	-9	0	-7	56*
30	11	0	-2	30
31	17	0	-6	-14
32	-1	-1	-8	0

In the list so far, these have an aryl thioether with sulfur outside any ring:
item	Structure	CXCR6 inh	MPTP block	EBI2 block	A3A deaminase
13	CC1(C)Cc2c(C#N)c(SCCO)nc(N3CCOCC3)c2CO1	-5	0.3	4	-1
15	COc1cc(C(=O)NCc2nnc(SCC(=O)Nc3ccc4c(c3)OCO4)o2)cc(OC)c1OC	0	2.4	-16	0

item	CCR6 antagonist	GRIN3A LBD mod	APOBEC3G inh	Gli-Sufu antag
13	-2	-4	-6	-2
15	1	-2	-5	-10

(more compounds)
item	Structure	CXCR6 inh	MPTP block	EBI2 block	A3A deaminase
33	CS(=O)(=O)N(CC(=O)NCC1CCCO1)c1cc(Cl)ccc1Cl (stereo not given)	-15	-1.0	11	-1
34	Cc1ccc(-n2c(Cc3cccn3C)nnc2SCC(N)=O)cc1	0	-2.0	-5	0
35	Cc1c(C(=O)CN2CCN(c3ccccc3)CC2)c2ccccc2n1C	4	-1.7	2	24
36	COc1ccc(-c2ccc3c(c2)[C@@H]2C[C@H](N(C)S(=O)(=O)c4ccccc4)[C@H]([C@H](C)O)C(=O)N2CC3)cc1	-1	0.5	16	.
37	CCOC(=O)N1CCC(Nc2c(-c3ccc(C)c(C)c3)c(=O)c2=O)CC1	6	1.4	-9	8
38	CCOc1ccc(-c2csc(NC(=O)CSC3=NC(=O)CN3C(C)=O)n2)c2ccccc12	-4	0.1	16	1
39	O=C(CSc1nnc(-c2ccncc2)n1-c1ccccc1)NCC1CCCO1 (stereo not given)	1	-1.0	-19	-2
40	Clc1ccc(SCCn2cncn2)cc1	-1	-0.3	-11	0

item	CCR6 antagonist	GRIN3A LBD mod	APOBEC3G inh	Gli-Sufu antag
33	-16	0	-4	6
34	-2	2	-2	0
35	9	-1	9	30
36	5	-1	.	6
37	-3	-1	2	14
38	-15	-1	-5	5
39	6	1	-8	-12
40	-4	0	-2	-2

The final 2 compounds of the section before open the next one.
item	Structure	CXCR6 inh	MPTP block	EBI2 block	A3A deaminase
39	O=C(CSc1nnc(-c2ccncc2)n1-c1ccccc1)NCC1CCCO1 (stereo not given)	1	-1.0	-19	-2
40	Clc1ccc(SCCn2cncn2)cc1	-1	-0.3	-11	0
41	CCN(CC)S(=O)(=O)c1ccc(-c2nnc(SCc3nnc(-c4ccc(C)cc4)o3)n2CC)cc1	3	14	32	7
42	COc1ccccc1NCc1nnc(-c2ccccc2)o1	7	0.7	-6	-6
43	Cc1ccc(S(=O)(=O)N2CCN(C(=O)N3CCCC3)CC2)cc1	-5	1.4	11	-2
44	CCOc1[nH]n(-c2ccc(Cl)cc2)c(=O)c1C=Nc1ccc(Cl)cc1	-16	7.2	22	-1
45	COc1ccc(-c2csc3nc(C)n(-n4cccc4)c(=O)c23)cc1	4	-0.8	-3	4
46	COC(=O)c1ccc(N2CCN(C)CC2)c(NC(=O)c2sc3ccccc3c2Cl)c1	-7	3.3	18	.
47	COc1ccc(C(=O)N2CCN(S(=O)(=O)c3ccc(C)cc3C)CC2)cc1OC	-3	-1.2	48*	-2
48	Cc1ccc([C@@H]2CC=C(C(=O)O)CN2S(=O)(=O)c2ccccc2C)cc1	-7	-2.9	-12	2

item	CCR6 antagonist	GRIN3A LBD mod	APOBEC3G inh	Gli-Sufu antag
39	6	1	-8	-12
40	-4	0	-2	-2
41	12	-1	-1	-12
42	-6	0	-8	-15
43	4	1	-6	-14
44	-2	-2	-6	8
45	-23	-1	0	1
46	11	-1	.	5
47	-1	-1	-3	0
48	-10	1	-6	1

(continued)
item	Structure	CXCR6 inh	MPTP block	EBI2 block	A3A deaminase
49	CCN(CC)C(=O)C(=O)Nc1ccc(OC)c(Cl)c1	-2	-1.2	-7	2
50	CN(CCc1ccccc1)C(=O)c1ccc(NC(=O)Cc2ccc(NC(=O)C3CCN(C(=O)C4CCCCC4)CC3)cc2)cc1	-5	4.5	-3	.
51	COc1ccc(-c2nnc(SCC(=O)NC(=O)Cc3ccccc3)n2C)cc1	1	-0.4	-1	43*
52	CCOC(=O)N1CCC(N2Cc3cccc(C(=O)NCc4ccccc4OC)c3C2=O)CC1	-15	-0.2	5	2
53	COc1ccc(C(=O)c2c(-c3cccc(C)c3)oc3ccc(N4CCOCC4)cc23)cn1	-11	-0.8	26	-7
54	COC(=O)COc1cc(OCC(=O)OC)c2c(-c3ccccc3)cc(=O)oc2c1	4	-0.9	5	-4

item	CCR6 antagonist	GRIN3A LBD mod	APOBEC3G inh	Gli-Sufu antag
49	1	0	-5	-12
50	16	1	.	3
51	-1	-3	10	4
52	6	-1	1	1
53	10	-2	-9	-29
54	9	-1	-3	4
